Vif imaging: HIV Vif self-association inhibitors, primary screen, imaging, HEK293T, single point. inhibition, % at 7.49 µM. AID 602346, 2012. HEK293T cells, Vif self-association by quenched fluorescence, 24 h. actives 0.35% (n = 340,000); in the data active = inhibition above about 50%, passing the limit was not always enough; note: some results filed as inactive read as strong as hits
PDI inh: inhibitors of human PDI, primary screen, biochemical, turbidity, single point, plate reader | Protein disulfide-isomerase (Homo sapiens), P07237 | PDI insulin aggregation turbidity, A650, 90 min | inhibition, % at 10 µM | actives 0.052% (n = 350,000) | AID 588391, 2011;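 active = mean inhibition across replicates of 30% or more, whatever share of single replicates reach that level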;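 note: absorbance from insulin aggregation driven by PDI reduction with DTT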
MC4R antag cAMP: MC4R antagonists of cAMP signaling, primary screen, cell-based, TR-FRET, antagonist arm of biased-ligand search; AID 540295, 2011; Melanocortin receptor 4 (Homo sapiens), P32245; inhibition, % at 6.5 µM; MC4R-expressing cells, MTII-stimulated cAMP, LANCE TR-FRET; actives 0.48% (n = 360,000);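 active = inhibition above its plate's cutoff, the mean of tested wells on that plate plus 3 SD, cut at about 29% in these data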;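 note: 0% = Melanotan II alone and 100% = Melanotan II plus saturating MCL0020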
Target sequence (P32245 whole entry, looked up): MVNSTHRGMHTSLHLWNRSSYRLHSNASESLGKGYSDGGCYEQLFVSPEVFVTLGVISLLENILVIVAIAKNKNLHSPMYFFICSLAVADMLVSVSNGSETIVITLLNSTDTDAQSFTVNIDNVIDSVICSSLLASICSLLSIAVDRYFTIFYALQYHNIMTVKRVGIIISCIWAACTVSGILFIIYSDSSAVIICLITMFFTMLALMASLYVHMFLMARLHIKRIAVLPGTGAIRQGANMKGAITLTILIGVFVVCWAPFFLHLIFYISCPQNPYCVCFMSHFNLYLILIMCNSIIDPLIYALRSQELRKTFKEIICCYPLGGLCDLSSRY
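System: U2OS-MC4R stable cell line; Technique: Eu-cAMP/anti-cAMP TR-FRET, emission 671 nm; Repeats: single well per compound; Also added: Melanotan II; Dosing: one concentration, 6.5 µM nominal; Schedule: 30-min compound, 1-h challenge, 1-h detection, room temperature.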
ABCB6 inh MLPCN: ABCB6 transporter inhibitors, primary screen, K562-ABCB6 cells, flow cytometry, MLPCN library | ATP-binding cassette sub-family B member 6 (Homo sapiens), Q9NP58 | K562-ABCB6 porphyrin accumulation, 1 h; active compounds read low | fluorescence ratio to DMSO, % at 10 µM | actives 0.19% (n = 360,000) | AID 602162, 2011;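 active = fluorescence ratio to DMSO below 75%, the collection mean minus 3 SD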;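 note: signal is porphyrin accumulated inside mitochondria; 100% equals median channel fluorescence of DMSO control wells; lower ratio means ABCB6 inhibition with less porphyrin fluorescence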
Cardio protect: cardioprotection against H2O2-induced cell death, primary screen, uHTS, H9c2 cells, ATPLite luminescence; H9c2 cardiomyocytes, H2O2 injury protection, 2 h; protection from H2O2 cell death, % at 20 µM; actives 0.63% (n = 360,000);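 active = compounds giving at least 50% protection of heart cells from peroxide-induced death in the single-dose screen, raw or plate-pattern-corrected value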;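 note: 0% = DMSO wells with peroxide and 100% = DMSO wells without peroxide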
aDG glyco up: activators of alpha-DG glycosylation, primary screen, uHTS, Pro5-aDG cells, AlphaScreen; alpha-DG glycosylation AlphaScreen (IIH6); 0% Pro5, 100% B10-LARGE cell signal; activation, % at 10 µM; actives 0.22% (n = 360,000); AID 624168, 2012;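 active = activation of at least 8% versus controls, or a plate z-score of at least 8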;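 note: Pro5 are CHO cells carrying HIG-tagged alpha-DG that lacks glycosylation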
CaV13 ICDI inh: Disruptors of the CACNA1D IQ motif to Ca2+-dependent inactivation inhibitor domain association, primary screening, Förster resonance energy transfer in intact living …; inhibition, % at 12.3 µM; HEK cells, CFP/YFP FRET ICDI-IQ, plate reader, 10 min; percent FRET-ratio fall versus neutral wells; actives 0.098% (n = 340,000); AID 743397;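 active = mean replicate inhibition of at least 30% and at least 1% of replicates passing that level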;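 note: 0% = median of the neutral control wells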
N-glyco inh: increase of ERlucT glycosylation luciferase signal, primary screen, N-linked glycosylation inhibitor project, D54 ERlucT cells, luminescence, set 2 | reporter increase, % at 12.5 µM | AID 588692, 2011 | actives 0.23% (n = 360,000) | D54 ERlucT glycosylation luciferase reporter, 24 h; percent of 100 nM tunicamycin response;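 active = mean luciferase reporter signal, scaled so untreated is 0 and the glycosylation-blocking control 100, at or above a set limit in every replicate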;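 note: luciferase carries N-glycosylation sites so blocking glycosylation raises the light; 0% = median of neutral control wells and 100% = median of 100 nM tunicamycin wells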
m5-HT2A agonist: mouse Htr2a agonists via beta-arrestin recruitment, primary screen, cell-based, luminescence; actives 0.66% (n = 360,000); activation, % at 7.6 µM; CHO-K1 mHTR2A beta-arrestin complementation; percent of 30 µM serotonin response; AID 624169, 2012; 5-hydroxytryptamine receptor 2A (Mus musculus), P35363;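 active = activation above a run cutoff, the mean activation of all tested compounds plus 3 SD, cut at about 14% in these data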;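 note: 0% = plate median of compound wells and 100% = 30 µM serotonin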
Target sequence (P35363 whole entry, looked up): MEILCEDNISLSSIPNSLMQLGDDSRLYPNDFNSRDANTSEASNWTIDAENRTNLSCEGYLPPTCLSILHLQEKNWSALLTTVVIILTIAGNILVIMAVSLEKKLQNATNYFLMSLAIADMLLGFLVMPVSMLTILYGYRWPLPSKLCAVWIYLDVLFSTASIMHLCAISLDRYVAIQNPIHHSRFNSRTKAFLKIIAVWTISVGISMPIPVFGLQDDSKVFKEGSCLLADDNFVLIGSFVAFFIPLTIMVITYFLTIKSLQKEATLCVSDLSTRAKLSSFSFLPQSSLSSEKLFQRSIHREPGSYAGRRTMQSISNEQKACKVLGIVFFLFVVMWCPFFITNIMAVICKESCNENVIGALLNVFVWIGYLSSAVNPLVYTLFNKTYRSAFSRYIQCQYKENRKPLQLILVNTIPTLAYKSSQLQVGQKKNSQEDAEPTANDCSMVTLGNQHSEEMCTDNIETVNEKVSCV
MC4R barr agon: MC4R agonists recruiting beta-arrestin, primary screen, cell-based, luminescence, agonist arm of biased-ligand search. U2OS MC4R beta-arrestin complementation; percent of melanotan II response, DMSO zero. activation, % at 8.9 µM. actives 0.98% (n = 360,000);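 active = activation above a per-plate cutoff, the mean activation of sample wells on that plate plus 3 SD, cut at about 8% in these data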
An asterisk follows results filed as active; / = no result given. Rows are unselected; about 3.6% have a hit in one of these screens.

SMILES	Vif imaging	PDI inh	MC4R antag cAMP	ABCB6 inh MLPCN	Cardio protect	aDG glyco up	CaV13 ICDI inh	N-glyco inh	m5-HT2A agonist	MC4R barr agon
CCOc1ccc(CN(C)CC(=O)NNC(=O)c2ccc(Cl)cc2)cc1OC	-4	-2	-4	95	-1	0.0	-15	2	-1	-0.6
O=c1[nH]cc(Cc2ccccc2)c(=O)[nH]1	17	15	1	95	7	-0.3	-6	1	2	-2.8
COc1cccc(OC(C)c2ccnc3nc(/N=C/N(C)C)nn23)c1 (stereo unspecified)	-2	8	-9	95	-6	-0.2	-3	5	14	1.5
CCN(CC)C(C(=O)Nc1ccc2c(c1)OCO2)c1ccccc1 (stereo unspecified)	0	2	-3	88	-3	0.0	-4	3	5	-0.8
Cc1cc(C(=O)Nc2ccccc2C(=O)O)c(C)o1	-13	6	2	100	-1	-0.2	-3	3	4	-2.5
Cc1ccc(NP(=O)(c2ccc(N(C)C)cc2NC(=O)c2cccs2)N2CCOCC2)cc1Cl (stereo unspecified)	5	19	15	102	-2	0.0	-15	-5	2	2.9
CCOC(Cn1cc([N+](=O)[O-])c(=O)[nH]c1=O)OCC	-4	13	5	101	0	0.9	-11	-1	5	-1.6
COc1ccc(S(=O)(=O)N2CCCOC2CNC(=O)C(=O)NCCO)cc1 (stereo unspecified)	13	0	-2	98	-2	0.0	-12	1	8	0.3
Nc1ccc2c(c1)COc1ccccc1O2	-12	10	0	92	-2	-0.4	-4	1	-2	3.7
O=C1NC(=Nc2ccccc2)S/C1=C\C=C\c1ccco1	-1	-6	6	99	-1	0.0	-20	10	5	-0.3
Cc1cc2c(c(C)c1CCO[C@@H]1O[C@H](CO)[C@@H](O)[C@H](O)[C@H]1O)C(=O)[C@@H](C)[C@@H]2O	7	5	7	99	5	0.2	-4	-4	-5	2.4
CCOC(=O)[C@]12CCC=C1N(CCC1=CCCCC1)C(=O)[C@H](CC(=O)NCc1cccc(C(F)(F)F)c1)C2	/	/	/	96	/	-0.2	-7	/	0	/
Cc1ccc(S(=O)(=O)N2CCCC(C(=O)NCCc3ccccc3)C2)cc1 (stereo unspecified)	6	-8	11	90	8	0.1	-5	-1	-1	-2.2
CC(C)N(C(=O)CSc1nn2c(=O)c(C(C)(C)C)nnc2s1)c1ccccc1	-4	4	19	105	15	0.0	-6	8	4	1.9
COc1ccc(C(=O)NC2CCSc3ccccc32)cc1F (stereo unspecified)	-4	8	5	96	-3	-0.1	-3	-3	-1	-0.9
CCOC(=O)C1CCCN(S(=O)(=O)c2ccc(OC)cc2)C1 (stereo unspecified)	-4	-1	8	105	2	-0.2	-6	-1	24*	2.3
CCOc1ccc(NS(=O)(=O)c2coc(C(N)=O)c2)cc1	-1	/	2	97	-11	-0.1	-2	4	2	-1.0
O=C(Cn1cc(C(F)(F)F)cc(Cl)c1=O)Nc1ccc(N2CCOCC2)cc1	-2	8	4	96	4	-0.4	-3	4	2	-1.0
CC1(C)CC(=O)C(N=Nc2c(Cl)cc(Cl)cc2Cl)=C(O)C1	1	-3	-2	90	6	0.4	-2	8	2	-0.1
FC(F)(F)c1ccccc1NC(=S)Nc1cccc(Cl)c1	-25	6	2	98	-8	0.0	-5	-1	1	-0.7
Cn1cccc1C(=O)NC(=O)COC(=O)Cc1coc2ccc3ccccc3c12	2	-1	3	89	-4	0.3	-3	3	9	1.4
CCC(=O)c1ccc(OCC(=O)N2CCN(S(=O)(=O)c3ccc(Cl)s3)CC2)cc1	/	2	3	100	-6	0.6	-6	0	-2	-1.6
O=S(=O)(NC1CCCCC1N1CCOCC1)c1ccc(Cl)cc1 (stereo unspecified)	-4	13	1	94	9	-0.4	5	-3	-5	-1.4
CCOc1ccc(-c2nnc3ccc(SCC(=O)N4CCN(c5ccccc5)CC4)nn23)cc1	0	2	32*	99	9	-0.1	-5	2	1	0.3
CCOc1ccc(-c2nnn(CC#N)n2)cc1OC	18	-3	15	95	14	-0.4	-5	2	2	0.9
O=C(NCc1cccs1)c1ccc2c(c1)ncn2C1CCCC1	4	0	4	93	-8	-0.4	-5	5	-4	0.8
O=S1(=O)CCOC(CO)CN1Cc1ccc(Cl)c(Cl)c1 (stereo unspecified)	2	-9	11	99	-3	0.2	-8	3	4	1.3
S=C(Nc1cccc(Cl)c1)N1CCN(Cc2ccccc2)CC1	-1	-9	10	99	-1	0.1	-19	2	0	-1.2
O=C(COC(=O)c1cccc(-n2cnnn2)c1)c1ccc(F)c(F)c1	/	-7	2	90	14	-0.2	-7	-3	2	-2.1
Nc1nc(-c2ccccc2)c(CCCOc2ccc([N+](=O)[O-])cc2)c(=O)[nH]1	-10	-12	3	93	8	-0.2	-10	0	5	-0.5
CCN(CC)S(=O)(=O)c1ccc(C(=O)Nc2ccc(Cc3ccncc3)cc2)cc1	/	-10	10	93	-20	4.4	-5	-5	2	-0.2
O=S(=O)(NCCCCCCNS(=O)(=O)c1c(F)cccc1F)c1ccc2c(c1)OCCO2	-1	0	3	95	4	0.7	-4	-2	-2	-2.3
CCOC(=O)C1(Cc2cccc(OC)c2)CCN(Cc2ccc(C)s2)CC1	-1	4	-5	97	-7	0.4	-5	-4	-2	1.1
COc1ccccc1CNC(=O)[C@@H]1CCCN1C(=O)C1CCN(S(=O)(=O)c2ccc(C)cc2)CC1	-1	3	6	94	-6	0.3	-4	2	2	-1.6
COC(=O)CN1C(=O)COc2ccc(S(=O)(=O)NCc3ccccc3)cc21	0	5	-1	99	-3	-0.1	-2	1	0	-2.1
CN(CC(=O)Nc1ccccc1)CC(=O)Nc1ccc(F)cc1	18	-3	-1	92	-1	-0.1	-3	0	11	-0.1
COc1ccc(COC(=O)C2=C(C)NC(=O)NC2c2ccc(O)cc2)cc1 (stereo unspecified)	-1	-20	2	95	-4	0.0	15	0	0	0.0
Cc1cccc(-n2nc3c(c2NC(=O)c2ccc(S(=O)(=O)N4CCOCC4)cc2)CSC3)c1C	-1	-7	4	99	-1	-0.2	-8	-1	1	-2.2
COc1ccc2nccc(C(N)=O)c2c1	-4	2	6	98	4	0.1	-4	1	1	1.1
Cc1ccc(C)c(N2CCN(C(=O)CCc3nc(-c4ccccc4C(F)(F)F)no3)CC2)c1	-12	6	-2	104	-10	0.0	-3	0	-5	0.3
CCCn1c(N)c(C(=O)COC(=O)CNC(=O)c2ccccc2OCC)c(=O)[nH]c1=O	-1	8	10	102	2	0.4	-6	4	-1	-1.0
CC(=O)c1ccc(-n2nnnc2SCC(=O)Nc2sc(C)c(C)c2C#N)cc1	5	-5	-1	101	-4	-0.1	-4	0	-2	-1.7
CC(C)N(Cc1ccccc1)C(=O)CCS(=O)(=O)c1ccc2c(c1)oc(=O)n2C	1	-4	9	101	-1	-0.3	-7	0	-1	-2.8
NS(=O)(=O)c1ccc(N2C(=O)C3C4CC(C(Br)C4Br)C3C2=O)cc1 (stereo unspecified)	-2	3	-1	105	-2	0.0	-5	2	1	-1.0
CC(C)(C)c1ccc(C(CC(=O)O)NC(=O)CSc2ccccc2)cc1 (stereo unspecified)	7	1	-2	93	6	0.4	-5	1	0	0.0
CCc1nc2cc([N+](=O)[O-])c([N+](=O)[O-])cc2[nH]1	2	-1	-10	95	18	-0.1	-5	2	1	-1.2
COc1cccc(Nc2nnc(SCc3nc4ccccc4s3)s2)c1	-2	-9	-6	98	-4	0.4	-5	3	-4	-1.6
CCCCN(CC)CCNc1c(N2CCN(C(=O)OCC)CC2)c(=O)c1=O	/	4	0	100	2	-0.1	-7	2	2	2.1
O=C1C2C3C=CC(C3=C(c3ccccc3)c3ccccc3)C2C(=O)N1Cc1ccccc1 (stereo unspecified)	5	-4	14	94	1	-0.1	/	1	-2	-0.3
O=C(NCc1ccco1)/C(=C/C=C/c1ccccc1)NC(=O)c1ccco1	17	10	-13	100	-1	-0.1	-1	1	-4	-1.2
COc1ccc(S(=O)(=O)N(C)c2ccc(C(=O)N3CCOCC3)cc2)cc1OC	6	-31	-7	98	3	2.5	-10	2	5	0.6
Cc1ccc([N+](=O)[O-])cc1NC(=S)NC(=O)c1c(Cl)cnn1C	-25	0	21	98	-5	-0.1	/	1	2	18*
CC(C)(C)C(=O)c1c(N)[nH]c(C(=O)c2ccccc2)c1-c1ccc(C(F)(F)F)cc1	/	/	/	93	/	0.0	-6	/	0	/

From PubChem BioAssay
